CHRM4 antagonist: CHRM4 antagonism in calcium assay; P08173; CHO-hM4 cells, ACh EC80, Fluo-8 calcium fluorescence; inhibition, % at 3 µM; 360,000 compounds, 0.73% hits;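 active means inhibition above its plate's cutoff, the mean inhibition of sample wells plus 3 SD, cut at about 27% in these data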;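 further: 0% = acetylcholine EC80 with DMSO and 100% = DMSO without agonist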
Target sequence (P08173 whole entry, looked up): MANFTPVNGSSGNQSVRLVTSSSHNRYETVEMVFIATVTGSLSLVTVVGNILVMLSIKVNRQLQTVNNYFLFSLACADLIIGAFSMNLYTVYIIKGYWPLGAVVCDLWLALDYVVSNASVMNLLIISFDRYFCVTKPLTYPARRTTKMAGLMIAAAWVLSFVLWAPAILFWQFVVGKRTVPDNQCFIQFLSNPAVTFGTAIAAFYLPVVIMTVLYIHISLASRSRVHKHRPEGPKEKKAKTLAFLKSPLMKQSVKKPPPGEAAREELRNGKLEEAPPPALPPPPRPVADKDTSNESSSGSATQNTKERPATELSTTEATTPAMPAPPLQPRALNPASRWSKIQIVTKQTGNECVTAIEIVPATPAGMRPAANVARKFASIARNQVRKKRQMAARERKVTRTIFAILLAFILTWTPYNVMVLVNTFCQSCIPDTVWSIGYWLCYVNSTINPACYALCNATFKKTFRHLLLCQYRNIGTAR
CHRM1 PAM: human CHRM1 positive allosteric modulation. P11229. CHO-K1 hM1, Fluo-8 calcium fluorescence, ACh EC20; 0% = ACh EC20, 100% = maximal ACh. activation, % at 3 µM. 360,000 compounds, 0.088% hits; in the data active means activation above about 19%, passing the limit was not always enough
Target sequence (P11229 whole entry, looked up): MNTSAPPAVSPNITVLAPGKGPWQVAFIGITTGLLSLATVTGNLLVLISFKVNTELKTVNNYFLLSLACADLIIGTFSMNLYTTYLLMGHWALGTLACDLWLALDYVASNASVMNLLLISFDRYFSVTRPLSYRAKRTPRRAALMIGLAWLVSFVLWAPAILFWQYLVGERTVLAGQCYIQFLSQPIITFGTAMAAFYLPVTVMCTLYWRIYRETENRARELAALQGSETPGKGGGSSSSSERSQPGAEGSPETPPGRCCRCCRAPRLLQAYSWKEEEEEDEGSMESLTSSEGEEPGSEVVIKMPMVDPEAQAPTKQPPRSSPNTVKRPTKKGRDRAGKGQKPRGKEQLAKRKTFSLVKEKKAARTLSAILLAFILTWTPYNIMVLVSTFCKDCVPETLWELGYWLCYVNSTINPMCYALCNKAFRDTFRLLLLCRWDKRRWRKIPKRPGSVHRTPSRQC
M4 ag: CHRM4 agonism in calcium assay; CHO-K1 hM4/Gqi5, Fluo-8 calcium fluorescence; vehicle 0%, full acetylcholine response 100%; 360,000 compounds, 0.14% hits; activation, % at 3 µM; P08173;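 active means activation above the run mean over all test wells plus 3 SD, cut at about 32% in these data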;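 further: peak over basal fluorescence ratio per well then scaled between controls; 0% = DMSO wells and 100% = acetylcholine at EC100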
M5 PAM: CHRM5 positive allosteric modulation; AID 624038; 360,000 compounds, 0.3% hits; P08912; activation, % at 3 µM; CHO-K1 hM5, Fluo-8 calcium, ACh EC20 PAM; 0% = ACh EC20, 100% = ACh EC100;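 active means activation above the run cutoff, the mean activation of all test compounds plus 3 SD, cut at about 18% in these data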
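Assay system – human M5 receptor in CHO-K1 cells · Read-out – % activation, ACh-normalized · Technique – Fluo-8 calcium fluorescence · Dosing – single-point, 3 µM nominal · Incubation – Fluo-8 loading 80 min at 37 °C plus 30 min room temperature · Repeats – singlicate, one well per test compound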
CHRM5 antagonist: antagonists of human muscarinic M5 receptor (CHRM5). AID 624040. CHO-hM5 cells, Fluo-8 calcium fluorescence, ACh EC80. 360,000 compounds, 0.59% hits. inhibition, % at 3 µM. P08912;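 active means inhibition above a per-plate cutoff, the mean of that plate's test compounds plus 3 SD, cut at about 27% in these data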;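 further: 0% = acetylcholine EC80 with DMSO and 100% = DMSO without agonist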
TAAR1 agonist: agonists of human TAAR1; CHO RD-HGA16 TAAR1, Fluo-8 calcium fluorescence; vehicle wells 0%, saturating PEA agonist 100%; activation, % at 3 µM; 360,000 compounds, 0.99% hits;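 active means activation above the mean activation of all test compounds in the run plus 3 SD, cut at about 38% in these data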
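System: CHO-derived RD-HGA16 cells with stable Gα16 and human TAAR1. Times: 17-24 h plating, Fluo-8 75 min 37 °C, 30 min RT. Measured by: calcium-sensitive Fluo-8 signal, excitation 470-495, emission 515-575 nm. Read-out basis: % activation relative to PEA EC100 response. Control set: DMSO and PEA EC100. Repeats: no replicates (n 1).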
M5 ag: agonists of human muscarinic M5 receptor (CHRM5). 360,000 compounds, 0.19% hits. activation, % at 3 µM. P08912. CHO-K1 hM5 cells, Fluo-8 calcium fluorescence; 0% DMSO wells, 100% maximal acetylcholine response;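 active means activation above the run's mean over test compounds plus 3 SD, cut at about 23% in these data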;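 further: signal is peak over basal fluorescence ratio across the kinetic read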
CHRM1 antagonist: blocks human M1 muscarinic receptor | P11229 | CHO-K1 hM1, Fluo-8 calcium fluorescence, ACh EC80 antagonist | inhibition, % at 3 µM | 360,000 compounds, 1.3% hits;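 active means percent inhibition above its own plate's cutoff, namely the mean of that plate's compound wells plus 3 SD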;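 further: peak over basal fluorescence ratio during 140 s after agonist addition; 0% = ACh EC80 plus DMSO and 100% = DMSO alone without agonist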
CHRM1 agonist: human M1 muscarinic receptor agonism; P11229; CHO-K1 hM1, Fluo-8 calcium fluorescence, agonist mode; 0% DMSO, 100% acetylcholine EC100; activation, % at 3 µM; 360,000 compounds, 0.33% hits; AID 588814;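 active means activation above the run's mean compound activation plus 3 SD, cut at about 16% in these data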;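 further: peak over basal fluorescence ratio within a 140 s kinetic read after compound addition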
* marks the source's active call; other numbers are inactive results; . = no result given. A portion of the library; count on the stated rates, not on these rows.

SMILES | CHRM4 antagonist | CHRM1 PAM | M4 ag | M5 PAM | CHRM5 antagonist | TAAR1 agonist | M5 ag | CHRM1 antagonist | CHRM1 agonist
COc1ccc(NC(=O)CSCc2ccc(C#N)cc2)c(OC)c1 | 0 | 3 | 1 | -7 | 5 | 10 | -1 | -7 | -3
COc1ccc(C(=O)/C=C/c2ccc(O)cc2)c(O)c1C/C=C(\C)CCC=C(C)C | 2 | 2 | 2 | 3 | 4 | 2 | 3 | 2 | 0
C[C@@H]1CN([C@@H](C)CO)C(=O)c2cc(C3=CCCCC3)cnc2O[C@H]1CN(C)C(=O)Nc1cccc(F)c1 | -12 | 10 | 2 | 4 | -13 | 1 | -1 | -15 | -8
CCOC(=O)C1CCCN(C(=O)c2ccc(S(=O)(=O)N3CCOCC3)cc2)C1 (stereo not drawn) | 1 | -7 | 2 | -9 | 9 | 3 | 2 | 17 | 0
COc1ccc2cc(C[C@@H]3CC[C@@H](CO)O3)ccc2c1 | -10 | 2 | 2 | -2 | 1 | 2 | 1 | -3 | 0
Cc1ccc(S(=O)(=O)N2CCCC2C(=O)n2nc(C)cc2C)cc1 (stereo not drawn) | -13 | 8 | -1 | -1 | -5 | 0 | -3 | -9 | -4
COc1ccc(/C=C(/NC(=O)c2ccccc2)C(=O)NCc2ccco2)cc1 | -1 | 0 | 1 | 4 | 12 | 1 | -1 | 6 | -3
O=C(COC(=O)Cc1ccccc1F)Nc1ccc2c(c1)OCCO2 | -8 | 9 | 1 | 1 | -1 | 0 | -1 | -15 | -4
COc1cccc(NC(=O)CSc2nc3ccccc3c3nc4ccccc4n23)c1 | -2 | 9 | 0 | -3 | -1 | 2 | 1 | -4 | -4
O=C1c2ccccc2C(c2nnnn2-c2ccc3c(c2)OCCO3)N1Cc1ccc2c(c1)OCO2 (stereo not drawn) | 1 | . | 2 | -4 | -4 | 2 | 2 | . | .
O=C(NCC1CCCO1)c1ccc(NC(=O)c2cc(F)c(F)cc2Cl)cc1 (stereo not drawn) | 6 | 15 | 2 | -2 | -9 | -1 | 4 | -12 | 2
O=C(c1ccco1)N(Cc1cc2ccccc2[nH]c1=O)C1CCCCC1 | 12 | -6 | 3 | 1 | 3 | 10 | -3 | 9 | -6
CCN(CC)c1ccc(/C=N/NC(=O)CNC(=O)c2cccnc2)cc1 | 4 | -9 | 17 | -14 | 14 | 0 | 0 | 19 | -5
COc1cc(NS(=O)(=O)c2ccc(NC(=S)NC(=O)c3sc4cc(F)ccc4c3Cl)cc2)nc(OC)n1 | 4 | 11 | -1 | 5 | -9 | 1 | 0 | -3 | 0
Cn1c(=O)n(C)c2cc(NC(=O)C(F)(F)F)ccc21 | -4 | 9 | 1 | -1 | 1 | 3 | -1 | -22 | 6
CN1C[C@@H]2C(c3ccc(Cl)nc3)C3(c4cccnc4)CC2(C3)[C@H]1c1ccccc1 (stereo partly drawn) | 9 | -37 | 2 | -1 | 7 | 2 | -12 | 54* | -14
COc1cc(C)nc(-c2csc(C)n2)n1 | -10 | 19 | 0 | 7 | -1 | 1 | 2 | -20 | -1
CC(=O)c1ccc(NC(=O)CSc2ccc3nnc(-c4cccnc4)n3n2)cc1 | -4 | 10 | 1 | -3 | 0 | 2 | -1 | -10 | -7
Cc1ncsc1C(=O)Nc1nc2c(s1)CCCC2 | 5 | -6 | -1 | 0 | -7 | 21 | -2 | 2 | -5
COc1cc(C(=O)NCC(c2ccco2)N2CCCC2)ccc1OCc1ccccc1 (stereo not drawn) | 13 | -7 | 1 | -2 | 0 | 0 | -12 | 11 | -9
Cc1ccc(S(=O)(=O)N2C[C@H]3[C@H]4C(=O)N(c5ccccc5)C(=O)[C@H]4C[C@H](OC(=O)NCc4ccccc4F)[C@@]3(O)C2)cc1 | -6 | 0 | 3 | 0 | 5 | 1 | 0 | -1 | -3
COc1ccccc1C(=O)Nc1ccc2c(c1)nc(CN1CCCCC1)n2C | 0 | 0 | 2 | 1 | 6 | 2 | 0 | 3 | -7
O=C(COc1cccc2c1CCNC2=O)NC1CCCCC1 | 1 | 1 | 1 | -12 | 13 | 1 | -4 | 7 | -1
CCOC(=O)C1=C(C)NC(=O)CC1c1ccccc1 (stereo not drawn) | 8 | -2 | 0 | -6 | 13 | 8 | -6 | 7 | -4

3 entries from above, sorted by their value in M5 ag, largest number first:
SMILES | M5 ag
CCN(CC)c1ccc(/C=N/NC(=O)CNC(=O)c2cccnc2)cc1 | 0
Cn1c(=O)n(C)c2cc(NC(=O)C(F)(F)F)ccc21 | -1
CCOC(=O)C1=C(C)NC(=O)CC1c1ccccc1 (stereo not drawn) | -6

Next part.
SMILES | CHRM4 antagonist | CHRM1 PAM | M4 ag | M5 PAM | CHRM5 antagonist | TAAR1 agonist | M5 ag | CHRM1 antagonist | CHRM1 agonist
O=C(COC(=O)c1ccccc1C(=O)c1ccccc1)Nc1ccc(SC(F)F)cc1 | 3 | -4 | 2 | -12 | 12 | 2 | -2 | 10 | -10
CCn1c(=O)c2sccc2n2c(CCCC(=O)NCCc3ccc(S(N)(=O)=O)cc3)nnc12 | 7 | -2 | -1 | 4 | -6 | 0 | -1 | 10 | -2
COc1cccc(C(NC(C)=O)c2nc(-c3cnc4ccccc4c3)cs2)c1 (stereo not drawn) | 9 | -2 | 1 | -4 | 17 | 2 | 1 | -1 | -5
CC(N=Cc1cc([N+](=O)[O-])ccc1O)c1ccccc1 (stereo not drawn) | -4 | 11 | 1 | 2 | -7 | 16 | 1 | -8 | -1
Cc1cc(NC(=O)CSCC(=O)Nc2ccccc2N2CCCCC2)no1 | 5 | 7 | -1 | 6 | -6 | 0 | 2 | -9 | -5
CCOC(=O)NC(Nc1cc(C)ccn1)(C(F)(F)F)C(F)(F)F | 2 | 10 | 1 | 3 | -7 | 4 | 0 | -18 | 1
COc1ccc2c(c1)nc(SCC(C)O)n2C (stereo not drawn) | -9 | 3 | 0 | -1 | -6 | 1 | -4 | -2 | -4
Cc1cccc(NC(=O)c2ccc(S(=O)(=O)N3CCCCC3)cc2)c1 | 10 | 3 | 4 | -1 | 9 | -2 | -5 | -13 | -4
COc1cc2c(cc1NC(=O)COC(=O)CNC(=O)c1ccccc1)oc1ccccc12 | 16 | -11 | 15 | -10 | 7 | -1 | -1 | 26 | -3
CCOc1nc(N2CCOCC2)nc(N2CCOCC2)n1 | 3 | 3 | 2 | 0 | 4 | 2 | 4 | 5 | -2
O=C(O)CSc1nc2ccccc2s1 | 1 | 10 | 0 | -6 | 13 | 0 | -2 | -11 | -3
COc1cccc(OCc2cc(/C=N/NC(=O)c3nc(Cl)c(Cl)c(N)c3Cl)ccc2OC)c1 | 0 | 7 | -1 | -4 | -8 | 11 | -5 | -2 | 2
CC(=O)Nc1ccc(CN2CCC(Oc3ccc(C(=O)N4CCCC4)cc3)CC2)cc1 | 22 | -21 | 0 | 9 | -4 | 0 | -6 | 54* | -6
CCOC(=O)c1cnc(N2CCN(c3ccccc3)CC2)[nH]c1=O | -6 | 8 | 1 | 0 | 3 | -2 | 1 | -10 | -3
CN(c1ccccc1)S(=O)(=O)c1cc(C(=O)OCC(=O)N2CCN(C(=O)c3ccco3)CC2)ccc1Cl | -4 | 4 | 8 | -5 | -1 | 1 | -6 | -8 | -2
COCc1cc(=O)n2[nH]c(N)nc2n1 | -7 | 9 | 0 | 0 | 12 | 0 | -2 | -3 | -2
O=C(NCC1CCCO1)C(c1ccncc1)N(Cc1ccc(F)cc1)C(=O)CN1C(=O)c2ccccc2S1(=O)=O (stereo not drawn) | 2 | 9 | 2 | -1 | 4 | 1 | -2 | -14 | -3
Cc1ccc(CCNC(=O)C2CC(c3ccccc3[N+](=O)[O-])=NO2)cc1 (stereo not drawn) | 0 | -2 | 3 | -1 | 2 | 10 | -1 | 10 | -5
Cc1ccc(S(=O)(=O)N2CCCC2C(=O)O)cc1 (stereo not drawn) | 2 | 10 | 0 | 6 | -6 | 8 | -2 | -14 | -3
CN(C)/C=C/C(=O)c1ccc([N+](=O)[O-])c(CS(=O)(=O)c2ccccc2)c1 | -6 | 3 | 1 | -4 | 6 | 2 | -2 | -9 | -3
COc1cccc(CN2C(=O)CCC2(C)C(=O)NC2CCCCC2)c1 (stereo not drawn) | -5 | 10 | 0 | -6 | 1 | 0 | -1 | -14 | -7
O=C(COC(=O)Cn1cnc2ccccc21)Nc1ccccc1C(F)(F)F | -16 | 3 | 1 | 2 | -3 | 4 | -1 | -2 | -2
O=C(Nc1ccn(Cc2c(F)c(F)c(F)c(F)c2F)n1)c1ccc(COc2ccccc2Cl)cc1 | 4 | -7 | 0 | -4 | 5 | 11 | -3 | 22 | -8
COc1cc(S(=O)(=O)NCc2ccccn2)ccc1Cl | -14 | 1 | 1 | -4 | -10 | 0 | 9 | -11 | -4
COc1ccccc1CNC(=O)COC(=O)c1ccc(Cl)nc1 | 2 | 0 | 1 | -1 | 17 | 1 | 2 | 0 | -1
Nc1c(C(=O)NCc2ccccc2)sc2nc3c(cc12)C(=O)CCC3 | 5 | -4 | 2 | -2 | 13 | 8 | -4 | 10 | -6
COc1ccc(-c2noc(CCC(=O)N3CCN(c4ccccc4Cl)CC3)n2)cc1 | -6 | 6 | 4 | -5 | 16 | -1 | -1 | -12 | -6
CCC(CCC(=O)Nc1cccc([N+](=O)[O-])c1)C(=O)O (stereo not drawn) | 0 | 8 | 0 | 0 | 4 | 2 | -3 | 6 | 5
O=C(Cn1nc(C(=O)O)c2ccccc2c1=O)c1c[nH]c2ccccc12 | 2 | -2 | 10 | -3 | 6 | 6 | 4 | -9 | 1
COc1ccc(NS(=O)(=O)c2cccc(C(=O)OCC(=O)Nc3cc(C)on3)c2)cc1 | 9 | -2 | 5 | -5 | 0 | 6 | 5 | 4 | 2
CC(c1ccncc1)C(C)c1ccncc1 (stereo not drawn) | -2 | -7 | 1 | -4 | 14 | 5 | 0 | 12 | -4
COc1ccc([C@H]2CC(=O)C=C(c3cccc(Cl)c3O)C2)cc1OC | -5 | -15 | 9 | -9 | 13 | 7 | 2 | 22 | -4
O=C(N/N=C/c1cccc(Cl)c1)C(c1ccncc1)N1CCOCC1 (stereo not drawn) | 2 | 12 | 1 | 1 | -3 | 0 | 1 | -6 | -1
CN(C)Cc1c(C(=O)N/N=C/C2CC=CCC2)nnn1-c1nonc1N (stereo not drawn) | 2 | 7 | 2 | 3 | 5 | 0 | -4 | 1 | -1
Cc1ccc(S(=O)(=O)Nc2ccc3c(c2)ncn3C(C)(C)C)cc1 | -13 | -1 | 8 | -9 | -3 | 10 | 2 | -18 | 0

Entries listed so far that have a thiophene ring, fused or not, in the order listed:
SMILES | CHRM4 antagonist | CHRM1 PAM | M4 ag | M5 PAM | CHRM5 antagonist | TAAR1 agonist | M5 ag | CHRM1 antagonist | CHRM1 agonist
COc1cc(NS(=O)(=O)c2ccc(NC(=S)NC(=O)c3sc4cc(F)ccc4c3Cl)cc2)nc(OC)n1 | 4 | 11 | -1 | 5 | -9 | 1 | 0 | -3 | 0
CCn1c(=O)c2sccc2n2c(CCCC(=O)NCCc3ccc(S(N)(=O)=O)cc3)nnc12 | 7 | -2 | -1 | 4 | -6 | 0 | -1 | 10 | -2
Nc1c(C(=O)NCc2ccccc2)sc2nc3c(cc12)C(=O)CCC3 | 5 | -4 | 2 | -2 | 13 | 8 | -4 | 10 | -6

Source: PubChem
